High-throughput results as filed in PubChem.
BH1578 lux ind: inducers of Vibrio cholerae quorum light production without autoinducers, primary screen, BH1578 luxS cqsA deficient, single point; V. cholerae BH1578 lux reporter, luminescence, 6 h; AID 588436, 2011; activation, % at 18.7 µM; 350,000 tested, 0.16% active; in the data active = activation mostly above about 9.7%, no sharp cut-off; inconclusive = no clear call, values can overlap the other calls; inactive = mostly below about 3.7%; note: not every result past the cut was called active; inactives centre near 0; reference of the scale not given here
Mtb BioA inh: M. tuberculosis BioA enzyme inhibitors, primary screen, biochemical, plate reader, single point, HTS; 7,8-diaminopelargonic acid synthase BioA (Mycobacterium tuberculosis); purified M. tuberculosis BioA enzyme; inhibition, % at 9.99 µM; 360,000 tested, 0.096% active; in the data active = inhibition above about 40%; inconclusive = no clear call, values can overlap the other calls
PfHsp40 yeast: rescue of yeast from PfHsp40 toxicity, primary screen, S. cerevisiae, ATP luminescence; S. cerevisiae expressing PfHsp40, growth rescue; growth rescue, % at 12.5 µM; 340,000 tested, 0.68% active; in the data active = growth rescue above about 28%, passing the limit was not always enough; inconclusive = no clear call, values can overlap the other calls;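 note: yeast W303a lacking pdr1 and pdr3 grown in galactose medium; growth measured after three days at 30 °C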
GDH-TPI counter: GDH-TPI coupling enzyme inhibitors, primary screen, artefact control for M. tuberculosis FBA inhibitor project, biochemical, absorbance, full deck. inhibition, % at 4.8 µM. 360,000 tested, 1.2% active. GDH-TPI coupled enzyme counterscreen, NADH absorbance; in the data active = inhibition above about 30%;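 note: 0% = DMSO wells and 100% = wells lacking the enzyme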
UGM FP inh: M. tuberculosis UGM enzyme inhibitors, primary screen, biochemical, fluorescence polarization, single point; purified UGM, fluorescence polarization probe displacement; UDP-galactopyranose mutase (Mycobacterium tuberculosis (strain ATCC 25618 / H37Rv)), …; 320,000 tested, 0.06% active; AID 504406, 2011; inhibition, % at 10 µM; in the data active = inhibition above about 10%, passing the limit was not always enough; inconclusive = no clear call, values can overlap the other calls
Target sequence (P9WIQ1 whole entry, looked up): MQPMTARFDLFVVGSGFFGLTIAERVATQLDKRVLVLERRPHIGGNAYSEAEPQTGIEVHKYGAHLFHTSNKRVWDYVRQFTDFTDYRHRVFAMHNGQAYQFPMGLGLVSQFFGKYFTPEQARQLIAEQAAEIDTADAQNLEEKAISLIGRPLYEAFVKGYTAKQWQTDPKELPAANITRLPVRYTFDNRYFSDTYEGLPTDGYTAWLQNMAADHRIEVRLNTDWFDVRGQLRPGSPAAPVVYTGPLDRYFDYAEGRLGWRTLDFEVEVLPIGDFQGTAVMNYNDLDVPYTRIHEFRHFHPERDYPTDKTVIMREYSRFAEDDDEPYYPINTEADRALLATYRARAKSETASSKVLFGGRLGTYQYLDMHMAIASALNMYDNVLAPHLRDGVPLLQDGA
Yp Topo-I inh: Yersinia pestis topoisomerase I inhibitors, primary screen, biochemical, cleavage product accumulation, plate reader, single point; DNA topoisomerase I (Yersinia pestis CO92); Y. pestis Topo-I cleavage product accumulation; activity, % at 10 µM; 360,000 tested, 0.064% active; in the data active = activity above about 50%, passing the limit was not always enough; inconclusive = no clear call, values can overlap the other calls; note: inactives centre near 2
Mtb FBA inh: Mtb FBA enzyme inhibitors, primary screen, biochemical, fluorescence, strain H37Rv; AID 588726, 2011; 360,000 tested, 2.3% active; Fructose-bisphosphate aldolase (Mycobacterium tuberculosis (strain ATCC 25618 / H37Rv)), …; purified M. tuberculosis FBA, fluorescence read-out; inhibition, % at 1 µM; in the data active = inhibition above about 27%;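 note: 0% = vehicle and 100% = reference inhibitor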
Target sequence (P9WQA3 whole entry, looked up): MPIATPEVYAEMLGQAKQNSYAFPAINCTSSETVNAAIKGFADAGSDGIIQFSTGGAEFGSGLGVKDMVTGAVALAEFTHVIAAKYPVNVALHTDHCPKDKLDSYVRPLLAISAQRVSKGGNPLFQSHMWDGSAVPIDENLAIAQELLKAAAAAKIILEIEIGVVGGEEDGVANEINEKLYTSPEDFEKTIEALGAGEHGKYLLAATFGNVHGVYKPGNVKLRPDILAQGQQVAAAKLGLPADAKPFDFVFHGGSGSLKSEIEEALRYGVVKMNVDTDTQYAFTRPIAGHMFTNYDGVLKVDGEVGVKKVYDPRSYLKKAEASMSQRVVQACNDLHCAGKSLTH
FadD28 FP inh: inhibitors of FadD28 bisubstrate probe binding, primary screen, biochemical, fluorescence polarization, single point; inhibition, % at 12.5 µM; 360,000 tested, 0.22% active; AID 588549, 2011; in the data active = inhibition above about 8.5%, passing the limit was not always enough; inconclusive = no clear call, values can overlap the other calls
TcdB GH inh: TcdB glycohydrolase inhibitors, primary screen, biochemical, single point, plate reader; Toxin B (Clostridioides difficile), P18177; TcdB glycohydrolase enzymatic assay; inhibition, % at 9.99 µM; 350,000 tested, 0.24% active; AID 652162, 2013; in the data active = inhibition above about 10%
* marks the source's active call; other numbers are inactive results; i = inactive; ? = inconclusive; / = no result given; + = active, no number.

SMILES	BH1578 lux ind	Mtb BioA inh	PfHsp40 yeast	GDH-TPI counter	UGM FP inh	Yp Topo-I inh	Mtb FBA inh	FadD28 FP inh	TcdB GH inh
COc1cccc(C(=O)N2C(C(C)C)COc3cc(Br)ccc3S2(=O)=O)c1 (stereo not drawn)	-0.4	-1.8	/	2	/	31	-1	-2.7	2.3
O=C(OCCN1C(=O)c2ccccc2C1=O)c1cnccn1	-0.2	/	-0.2	9	-1.6	-4	-2	-2.1	/
CCCOc1ccc(-c2nc(C#N)c(N3CCC(C(N)=O)CC3)o2)cc1	-2.0	-0.5	1.4	27	6.3	15	+	-3.2	/
COc1ccc(OC)c(C(c2nnnn2CC2CCCO2)N2CCN(C3CCCC3)CC2)c1 (stereo not drawn)	i	-1.3	-1.3	4	-0.5	-3	0	0.5	/
O=C(Nc1ccc2c(c1)CCC2)c1cc(S(=O)(=O)Nc2ccc(F)cc2)c(Cl)cc1Cl	-0.2	-1.2	-0.6	-2	-2.2	-5	2	-0.7	0.8
O=C(Nc1ccccc1)c1cccc(Cn2cc(C(F)(F)F)ccc2=O)c1	i	/	-1.4	0	0.5	4	0	0.6	1.0
CNC(=S)N/N=C(\C)c1ccc(C(C)(C)C)cc1	i	-1.1	-0.3	7	1.2	2	0	-0.9	/
Clc1ccc(CNc2nc(N3CCOCC3)nc(N3CCOCC3)n2)cc1	i	-3.5	1.5	1	-0.4	-9	0	1.1	/
Cc1onc(-c2ccccc2Cl)c1C(=O)NNC(=O)c1cccc(F)c1	i	0.2	-0.2	-2	-1.5	-1	0	-1.2	-0.1
CCn1c(-c2cc(OC)c(OC)c(OC)c2)n[nH]c1=S	0.7	16	-0.8	0	0.0	-4	2	-2.7	/
CC(C)NS(=O)(=O)c1ccc(Oc2ncc(C(F)(F)F)cc2Cl)cc1	-0.5	0.1	0.4	5	-3.2	16	-3	-0.9	/
NNC(=S)Nc1c(Br)cc(F)cc1Br	-0.3	/	1.0	2	-0.3	4	1	-0.3	2.4
Cc1noc(C)c1-c1ccc(C(=O)Nc2cccc(C(F)(F)F)c2)c2occc12	i	0.4	/	11	/	38	-2	-2.2	-1.7
O=C(CCNC(=O)c1ccc(Br)cc1)NCCCN1CCOCC1	5.9	-1.4	-0.9	0	-0.1	-2	0	-3.0	0.3
Cc1ccc(NC(=O)CNC(=O)COc2ccccc2)nc1	-5.0	0.5	0.5	-6	-2.4	-2	2	-0.4	1.1
CSc1ccc(/C=N/NC(=O)c2cccc(Cl)c2)cc1	-0.4	/	40*	32*	3.7	8	3	-0.5	-0.1
N#Cc1nc(-c2cccs2)oc1NCc1ccc(Cl)cc1	i	/	?	7	0.6	16	+	0.2	/
Cc1cc(-c2csc(NC(=O)c3ccc(=O)[nH]c3)n2)c(C)n1Cc1ccccc1	-0.3	/	-2.4	3	-1.0	-15	-7	-7.0	-0.1
Cc1cc(C)c(C(=O)COC(=O)CN2C(=O)NC3(CCCC3)C2=O)cc1C	-3.3	-3.1	0.7	6	0.6	15	0	0.1	1.3
Cc1ccc(CSc2nnc(-c3ccc4c(c3)OCO4)o2)cc1	0.3	-0.8	-0.4	0	0.0	4	9	-1.4	/
C/C(=N/OC(=O)c1ccc(C)cc1)c1ccc(N2C(=O)C3CCCCC3C2=O)cc1 (stereo not drawn)	-0.3	0.0	0.6	-3	1.6	12	4	-3.3	/
NS(=O)(=O)c1ccc(NC(=O)c2ccccc2C(=O)N2CCCCC2)cc1	-0.7	-3.1	0.0	7	3.7	-1	0	-2.0	/
Cc1ccc(C(=O)NCC(=O)NCc2cc(=O)n(C)c(=O)n2C)cc1	-0.4	-0.8	-0.7	0	0.6	7	-1	0.4	0.0
CCc1ccc(C(=O)/C=C/c2ccc([N+](=O)[O-])o2)cc1	i	/	120*	0	7.9	0	0	3.3	/
Cn1c(Sc2ccccc2Cl)c(C=O)c2ccccc21	i	/	-0.5	24	1.5	16	-1	-1.0	/

An excerpt from above in order of length of the SMILES, largest number first:
SMILES	BH1578 lux ind	Mtb BioA inh	PfHsp40 yeast	GDH-TPI counter	UGM FP inh	Yp Topo-I inh	Mtb FBA inh	FadD28 FP inh	TcdB GH inh
O=C(Nc1ccc2c(c1)CCC2)c1cc(S(=O)(=O)Nc2ccc(F)cc2)c(Cl)cc1Cl	-0.2	-1.2	-0.6	-2	-2.2	-5	2	-0.7	0.8
C/C(=N/OC(=O)c1ccc(C)cc1)c1ccc(N2C(=O)C3CCCCC3C2=O)cc1 (stereo not drawn)	-0.3	0.0	0.6	-3	1.6	12	4	-3.3	/
Cc1cc(-c2csc(NC(=O)c3ccc(=O)[nH]c3)n2)c(C)n1Cc1ccccc1	-0.3	/	-2.4	3	-1.0	-15	-7	-7.0	-0.1
COc1ccc(OC)c(C(c2nnnn2CC2CCCO2)N2CCN(C3CCCC3)CC2)c1 (stereo not drawn)	i	-1.3	-1.3	4	-0.5	-3	0	0.5	/
Cc1cc(C)c(C(=O)COC(=O)CN2C(=O)NC3(CCCC3)C2=O)cc1C	-3.3	-3.1	0.7	6	0.6	15	0	0.1	1.3
NS(=O)(=O)c1ccc(NC(=O)c2ccccc2C(=O)N2CCCCC2)cc1	-0.7	-3.1	0.0	7	3.7	-1	0	-2.0	/
CC(C)NS(=O)(=O)c1ccc(Oc2ncc(C(F)(F)F)cc2Cl)cc1	-0.5	0.1	0.4	5	-3.2	16	-3	-0.9	/
Cc1ccc(C(=O)NCC(=O)NCc2cc(=O)n(C)c(=O)n2C)cc1	-0.4	-0.8	-0.7	0	0.6	7	-1	0.4	0.0
Cc1onc(-c2ccccc2Cl)c1C(=O)NNC(=O)c1cccc(F)c1	i	0.2	-0.2	-2	-1.5	-1	0	-1.2	-0.1
CCc1ccc(C(=O)/C=C/c2ccc([N+](=O)[O-])o2)cc1	i	/	120*	0	7.9	0	0	3.3	/
Cc1ccc(CSc2nnc(-c3ccc4c(c3)OCO4)o2)cc1	0.3	-0.8	-0.4	0	0.0	4	9	-1.4	/
O=C(CCNC(=O)c1ccc(Br)cc1)NCCCN1CCOCC1	5.9	-1.4	-0.9	0	-0.1	-2	0	-3.0	0.3
O=C(OCCN1C(=O)c2ccccc2C1=O)c1cnccn1	-0.2	/	-0.2	9	-1.6	-4	-2	-2.1	/
CNC(=S)N/N=C(\C)c1ccc(C(C)(C)C)cc1	i	-1.1	-0.3	7	1.2	2	0	-0.9	/
Cn1c(Sc2ccccc2Cl)c(C=O)c2ccccc21	i	/	-0.5	24	1.5	16	-1	-1.0	/

New compounds follow
SMILES	BH1578 lux ind	Mtb BioA inh	PfHsp40 yeast	GDH-TPI counter	UGM FP inh	Yp Topo-I inh	Mtb FBA inh	FadD28 FP inh	TcdB GH inh
COC(=O)CC(=O)O[C@H]1C=C[C@@H](NC(=O)OC(C)(C)C)C1	6.4	0.3	0.9	11	/	7	2	1.3	-0.3
CCOc1ccc(OCC(=O)Nc2ccc(N3CCCCC3)cc2)cc1	i	-0.3	-1.0	2	2.4	4	-1	-2.3	-0.1
CCN1CCN(CCC(=O)Nc2ccc(Br)cc2)CC1	i	/	-0.1	3	-0.1	-3	4	-0.2	2.1
Cc1cc(CNC(=O)[C@H](C)[C@@H]2C[C@@]2(C)[C@@H](NC(=O)OCc2ccccc2)c2ccccc2)nn1C	-0.3	-1.8	-0.2	9	-4.1	33	-1	0.5	0.8
COc1ccc(NS(=O)(=O)c2cccc(NC(=O)C34CCC(CC3)C4)c2)cc1	-0.5	-0.5	0.1	2	-0.1	-3	-5	-4.2	1.9
CCc1sc(C(=O)N(CCCOC)c2c(N)n(CC(C)C)c(=O)[nH]c2=O)cc1C	i	-0.5	0.6	6	/	0	-3	-2.8	2.2
O=C(COC(=O)/C=C/c1cccc(F)c1)NC1CC1	1.6	0.1	-0.4	-9	-0.2	-1	0	0.0	1.2
OCCC1CN(Cc2ccncc2)CCN1C1CCCC1 (stereo not drawn)	/	/	0.3	4	-1.8	-7	0	-3.6	0.9
CCOC(=O)C(C)Sc1nnc2n1C(C)(C)Cc1ccccc1-2 (stereo not drawn)	i	3.3	-0.1	3	-0.2	9	2	-0.9	2.0
COc1ccc(/C=N/Nc2nnc(Cc3ccc(OC)c(OC)c3)c(=O)[nH]2)cc1OC	2.2	/	0.9	31	0.5	4	-1	-0.1	0.3
CC(=O)NCCC(=O)Nc1nc(-c2cccs2)c(-c2cccs2)s1	i	/	0.4	2	2.7	2	16	1.0	/
CCc1nnc(NS(=O)(=O)c2ccc(Nc3ccc4nonc4c3[N+](=O)[O-])cc2)s1	-0.6	/	-0.2	-2	1.0	4	-10	-0.8	0.3
CCOC(=O)C/C(C)=N/NC(=O)CN(c1ccc(Br)cc1)S(=O)(=O)c1ccccc1	-0.3	0.7	-0.5	0	-1.5	4	0	-3.0	/
O=C(NCC1CCCO1)c1cn(-c2ccccc2)nc1-c1ccccc1 (stereo not drawn)	-0.3	-6.1	0.2	2	0.6	0	3	1.4	0.9
COc1ccc([C@H]2CC(=O)C=C(c3ccc4ncccc4c3)C2)cc1OC	-0.6	32	1.1	15	3.3	20	-1	-0.7	1.3
CC(=O)Oc1ccccc1Cn1c(C)c(C(=O)N(C)Cc2ccc(F)cc2)sc1=O	i	7.0	/	-1	/	9	-1	-5.2	1.2
Cc1cc(/C=C2\C(=O)NN(c3ccccc3)C2=O)c(C)n1-c1ccccc1O	-4.8	0.0	0.9	34*	-2.7	-3	-3	-1.2	-0.1
Cc1cccc(Cc2cccc(C)c2O)c1O	-0.3	1.0	/	9	/	-6	-2	-4.6	3.6
Cc1cc(C)c(S(=O)(=O)c2ccccc2C)c(OCC(C)(C)C)n1	-2.2	1.8	-1.1	1	-2.3	13	1	-2.9	/
Cc1ccc(-c2cc(C(=O)Nc3ccc(S(=O)(=O)Nc4ncccn4)cc3)c3ccccc3n2)cc1	-0.2	-3.4	-0.6	4	-0.3	-5	4	0.3	/
O=C(Nc1cccc(OC(F)(F)F)c1)c1ccc(Br)o1	-0.3	3.6	0.0	0	-0.2	10	-1	-2.2	/
CC1(C)Oc2ccc(C(=O)NNC(=O)Nc3ccccc3)cc2NC1=O	-1.2	-0.1	1.7	10	0.1	0	3	-1.9	-0.5
Cc1ccnc(NS(=O)(=O)c2ccc(NC(=O)c3ccccc3F)cc2)n1	-0.1	-0.9	-1.7	-4	-4.1	-2	-1	-0.8	-1.1
O=C(COC(=O)/C=C/c1ccc([N+](=O)[O-])cc1)NC(c1ccccc1)c1ccccc1	-0.1	/	0.1	14	3.7	-9	-3	-3.9	-0.2
